ALDH1A1 inh = blocks purified human ALDH1A1 activity. Purified ALDH1A1, NADH fluorescence, propionaldehyde substrate. Potency, µM (titrated, usually from 75.3 µM), without a hit: top-dose activity, negative = inhibition, most hits filed as inhibitors. 7.3% of 220,000 active. AID 1030; active = well fitted inhibition curve with a large enough effect, not every such curve was filed as active; inconclusive = small, poorly fitted or top-dose-only effect, or another doubt; inactive = no such curve, though single readings can be large or run the other way;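 note: plate controls were no enzyme wells and a reference inhibitor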
GLA spleen mod = alpha-galactosidase A (human) modulation; Potency, µM (top dose mostly 80 µM), without a hit: top-dose activity change, negative = inhibition, most hits filed as inhibitors; human spleen homogenate, 4MU-alpha-Gal fluorescence, 40 min; 0.008% of 240,000 active; P06280;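 note: 0% = enzyme with vehicle and -100% = no enzyme basal signal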
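qHTS titration in buffer at pH 5.0. Alpha-galactosidase activity in spleen homogenate was measured via 4-methylumbelliferone release from 1 mM fluorogenic substrate after 40 min at 37C and a pH 10 stop. AC50 came from Hill fits of control-normalized data.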
TexasRed fluor = alters Texas Red total fluorescence, flagging assay interference; TRb/SRC2 Texas Red total fluorescence interference; Potency, µM (doses to about 106 µM), inactives show top-dose fluorescence change, negative = quenching; 0.29% of 280,000 active; AID 1479; active = well fitted curve in either direction with a large enough effect; inconclusive = small, poorly fitted or top-dose-only effect
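Human TRβ ligand-binding domain (0.6 uM) and Texas Red SRC2 peptide (20 nM) in Tris buffer with 1 uM T3 and 5% DMSO were incubated with pinned compound for 5 hr at ambient temperature. Total fluorescence was computed as S + 2P (555/632 nm).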
L3MBTL1 block = inhibitors of human L3MBTL1 | Q9Y468 | 0.66% of 230,000 active | AlphaScreen L3MBTL1–H3K9me1 peptide binding | Potency, µM (titrated, usually from 57.1 µM), for inactives: top-dose activity, negative = inhibition, most hits filed as inhibitors; note: nearly all actives have a fitted effect of over 60% in size
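Displacement of a biotinylated histone H3(1-15) peptide monomethylated at Lys9 (75 nM) from L3MBTL1 (50 nM) was measured by AlphaScreen after a 30 min room-temperature compound incubation; cefsulodin titration served as intraplate control.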
TRb SRC2 PPI = disrupts binding of human TR beta to SRC2; AID 1469; Potency, µM (top dose mostly 106 µM), for the others: top-dose activity change, negative = inhibition, usual class: inhibitors; TRbeta-SRC2 peptide binding, fluorescence polarization; receptor liganded with 1 µM T3; 0.065% of 280,000 active;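 note: plate controls were bound peptide for no effect and peptide without receptor for full effect; nearly all actives have a fitted effect of over 50% in size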
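Human TRb LBD (0.6 uM) plus Texas Red-labeled SRC2 peptide (20 nM), 1uM T3, 5% DMSO, 5 hr at ambient temperature. Decreased polarization (555/632 nm) flags inhibition; data normalized to free and bound peptide controls.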
Tau FP inhib = inhibitors of human tau fibril formation | P10636 | K18 P301L tau heparin fibrillization, Alexa594 FP, 6 h | Potency, µM (series often up to 57.7 µM), for the others: at the top dose activity, negative = inhibition, hits mostly inhibitors | 0.39% of 280,000 active | AID 1468; note: nearly all actives have a fitted effect of over 55% in size
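K18 P301L tau (15 uM unlabeled/0.24 uM Alexa 594-labeled, final) + compound + heparin 20 uM final; 100 mM NaOAc pH 7; 6 hr 37 C; ThT 30 uM final added, 1 hr RT; FP ex 555/em 632 nm.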
Tau ThT inhib = tau fibrillization inhibition (ThT binding). P10636. Potency, µM (highest dose often 57.4 µM), for the others: at the top dose activity, negative = inhibition, most hits filed as inhibitors. recombinant tau K18 P301L, heparin-induced fibrillization, ThT fluorescence. 2.1% of 270,000 active; note: nearly all actives have a fitted effect of over 55% in size
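Aggregation was driven by heparin (20 uM final) acting on recombinant tau […] bearing P301L in 100 mM sodium acetate pH 7; fibrils were detected with Thioflavin T.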
Tau fluor counter = counter-screen for tau fibril formation inhibitors; tau K18 P301L (four-repeat tau fragment) Alexa594 fluorescence, heparin fibrillization; Potency, µM (doses to about 57.7 µM), for inactives: top-dose activity change, negative = decrease; 0.93% of 280,000 active; AID 1463; note: nearly all actives have a fitted effect of over 55% in size
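Human K18 P301L tau (15 uM unlabeled plus 0.24 uM Alexa 594-labeled, final) in 100 mM sodium acetate pH 7 was mixed with compound and 20 uM heparin and incubated 6 hr at 37 C.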
* hit, by the source's call; ? = inconclusive; · = no result given; & = joins results of further samples; [ ] = remark or other dose. Unless noted, calls come from the whole dose curve; as a rule, active = well fitted curve in the direction sought with a large enough effect; inconclusive = small, poorly fitted or top-dose-only effect, or another doubt; inactive = no such curve, though single readings can be large; an effect the other way counts as inactive or inconclusive. Unless noted, % is set by controls: 0 for no effect and ±100 for the full control effect; potency is the fitted concentration of half-maximal effect.

SMILES	ALDH1A1 inh	GLA spleen mod	TexasRed fluor	L3MBTL1 block	TRb SRC2 PPI	Tau FP inhib	Tau ThT inhib	Tau fluor counter
Nc1nc(-c2ccc(Cl)cc2)cn1N	11.2%	-12.6%	-1.6%	0.4%	7.8%	-5.2%	?	-12.2%
O=C(Cc1cccc2ccccc12)NNC(=O)c1cccs1	4.7%	5.4%	-1.1%	3.6%	-19.2%	-3.4%	-2.6%	-1.5%
N#C/C(=C\c1ccc(-c2cc(Cl)ccc2Cl)o1)C(=O)Nc1ccccc1C(=O)O	·	·	-10.4%	·	2.1%	-3.9%	7.08µM*	-7.0%
O=C(O/N=C1\CCCc2ccccc21)C1CC1	-6.2%	8.6%	1.7%	9.1%	3.8%	1.5%	-0.7%	5.8%
Clc1ccccc1CN1CCC(Cc2ccccc2)CC1	?	-3.8%	-2.1%	16.1%	-1.4%	8.1%	7.8%	2.5%
CCNC(=O)C/C(C)=N/NC(=O)C(=O)Nc1ccc(CC)cc1	0.2%	7.2%	-1.5%	·	-2.8%	-4.7%	?	-5.4%
CC1CN(c2nc(-c3ccccc3)nc3ccccc23)CC(C)O1 (centres undefined)	2.0%	4.2%	-2.7%	8.2%	-1.1%	-6.8%	-1.6%	-13.7%
Cc1nn(C)c(C)c1NC(=O)c1ccc(Cl)cc1	5.1%	6.0%	-1.9%	·	-2.4%	7.1%	-0.5%	3.5%
Cc1cc(=O)oc(C)c1C(=O)N1CCN(C(c2ccccc2)c2ccccc2)CC1	?	0.4%	1.5%	-11.6%	7.9%	7.0%	-10.9%	-8.0%
C=CCn1c(SCC(N)=O)nc(C)cc1=O	?	5.2%	-3.5%	·	-7.4%	0.4%	1.8%	3.2%
Cc1ccccc1NC(=O)COC(=O)c1c[nH]c(=O)[nH]c1=O	9.3%	9.5%	1.7%	7.2%	3.1%	3.2%	10.7%	3.3%
CC1(C)C2CCC1(C)C(OC(=O)CNc1ccccc1)C2 (centres undefined)	·	12.7%	-3.2%	8.3%	-1.0%	8.2%	-10.8%	-16.8%
COCC(C)NC(=O)c1oc2c(c1C)C1(CCC2)SCCS1 (centres undefined)	-2.1%	2.9%	-0.5%	-3.5%	-1.3%	-12.6%	-6.8%	-3.1%
COCCN(C(=O)Cc1cccs1)c1nnc(-c2cccnc2)s1	?	5.6%	0.2%	5.5%	-3.7%	-1.9%	-3.2%	-11.2%
CCn1c(SCC(=O)Nc2ccc(OC)cc2)nc2nc3c(cc2c1=O)CCCC3	·	-1.9%	1.4%	2.8%	1.5%	7.6%	?	-18.8%
CC1(c2ccccc2)CC(C)(C)N(C(=O)c2cc([N+](=O)[O-])cc([N+](=O)[O-])c2)c2ccccc21 (centres undefined)	2.2%	-1.9%	-0.1%	-25.6%	-2.5%	-0.4%	-13.8%	-21.7%
COC1=C(OC)C(=O)c2ccccc2C1=O	14.1µM*	27.1%	-2.4%	·	1.4%	?	12.6µM*	-23.0%
COc1ccc(CCNCc2ccc(OCC(=O)N3CCCCC3)c(OC)c2)cc1OC	-6.3%	2.7%	-3.9%	40.6%[activator]	-7.6%	-4.3%	5.8%	4.7%
COc1ccc(N2CCN(S(=O)(=O)c3ccc(Cl)c(C(F)(F)F)c3)CC2)cc1	7.2%	0.0%	-0.3%	-11.3%	2.4%	-11.3%	-3.6%	-10.8%
c1ccc(CNc2ncnc3c2cnn3-c2ccccc2)cc1	-12.6%	1.4%	1.3%	6.5%	8.5%	3.6%	-1.1%	-7.0%
COc1ccc(-c2[nH]ncc2CN(C)Cc2nonc2C)c(OC)c1	5.4%	1.1%	-1.8%	5.0%	-5.1%	-1.8%	-13.5%	-9.1%
COc1ccc(-c2ccc(S(=O)(=O)N3CCOCC3)cc2)cc1	?	5.3%	-2.5%	3.4%[11.4 µM]	-2.9%	-8.7%	-2.2%	1.0%
CSc1ccc(CCNC(=O)Cn2ncc3c(=O)oc4ccc(C)cc4c32)cc1	·	·	-3.4%	·	-4.5%	-18.5%	-11.5%	-4.2%
O=C(Nc1ccccc1)N1CCCc2ccccc21	5.4%	3.0%	-4.5%	12.8%	-2.1%	7.1%	-5.6%	-2.5%
CCOC(=O)c1cc2n(n1)C(C(F)(F)C(F)(F)F)CC(C)N2 (centres undefined)	1.5%	7.3%	2.9%	-3.9%	-1.8%	10.6%	-1.0%	7.0%
CN(C(=O)CSc1nnnn1-c1ccc(O)cc1)C1CCS(=O)(=O)C1 (centres undefined)	13.0%	5.3%	-3.2%	2.6%	-2.0%	8.6%	0.6%	3.8%
COc1ccc(OC)c(C2=NOC(C(=O)NCCN3CCOCC3)C2)c1 (centres undefined)	-4.5%	-17.9%	0.7%	2.4%	-25.1%	-5.6%	8.7%	8.3%
Cc1cc(C)c(Nc2nc3ccccc3n3c(C)nnc23)c(C)c1	·	·	8.7%	·	-15.9%	?	-6.4%	-13.7%
N#Cc1cc2cc3c(cc2nc1N1CCOCC1)OCO3	?	27.7%	5.5%	12.8%	1.3%	5.2%	-11.7%	-7.6%
CCC(C)(C)C1CCC2(CC1)NC(=S)N(c1ccccc1)N2 (centres undefined)	·	-2.6%	-2.5%	-3.7%	3.4%	1.7%	-15.5%	-13.7%
CCOc1ccc2[nH]c(=O)c(CN(CC3COCCO3)C(=O)C3CC3)cc2c1 (centres undefined)	?	0.2%	-5.2%	2.8%	4.4%	2.9%	-1.2%	2.0%
CC(NC(=O)Cn1cccc1C(=O)c1ccccc1)c1ccc2c(c1)OCCO2 (centres undefined)	-8.3%	-7.4%	-2.3%	·	-5.4%	-4.0%	-13.0%	-20.4%
CCCSc1ncc(Cl)c(C(=O)NCc2ccc(C)cc2)n1	·	·	1.1%	·	-0.1%	-8.8%	9.1%	-9.5%
COCCN1C(=O)c2ccccc2C(C(=O)NCCCN2CCCC2)C1c1c[nH]c2ccccc12 (centres undefined)	0.2%	4.3%	1.0%	-12.8%	-2.6%	1.0%	-9.8%	4.0%
COC(=O)[C@H]1Cc2c([nH]c3ccccc23)CN1C(=O)COc1ccc2c(C)cc(=O)oc2c1	?	-9.5%	-2.2%	·	12.9%	-3.3%	0.1%	-22.8%
O=C(CSc1nnc(-c2ccc(O)cc2)o1)N1CCOCC1	-7.2%	1.9%	-4.0%	52.1%[activator]	-2.6%	-1.1%	15.4%	16.2%
CCCCn1c(SCC(=O)OC)nc2c1c(=O)n(C)c(=O)n2C	9.0%	-2.2%	0.8%	-7.1%	0.4%	-9.3%	-3.9%	-2.6%
CCCCC(=O)NC1(C(F)(F)F)C(=O)N(CC(C)C)C2=C1C(=O)CC(C)(C)C2 (centres undefined)	7.7%	8.0%	-0.2%	0.7%	-2.7%	-6.0%	-8.3%	-9.3%
COC(=O)Cn1cnc2c(C#N)c3n(c2c1=O)CCCCC3	2.3%	9.2%	2.8%	1.5%	6.4%	6.5%	9.3%	4.7%
CC(=O)OC[C@@H]1O[C@H](C/C=N\OC[C@@H](O)[C@H]2O[C@H]3OC(C)(C)O[C@H]3[C@@H]2O)C=C[C@@H]1OC(C)=O	6.3%[13.5 µM]	-4.7%[17.5 µM]	-2.9%[11.2 µM]	·	5.9%[11.2 µM]	-2.1%[11.6 µM]	-5.5%[11.5 µM]	1.0%[11.6 µM]

Fetched by compound from the list above:
SMILES	ALDH1A1 inh	GLA spleen mod	TexasRed fluor	L3MBTL1 block	TRb SRC2 PPI	Tau FP inhib	Tau ThT inhib	Tau fluor counter
COc1ccc(-c2[nH]ncc2CN(C)Cc2nonc2C)c(OC)c1	5.4%	1.1%	-1.8%	5.0%	-5.1%	-1.8%	-13.5%	-9.1%
CCCSc1ncc(Cl)c(C(=O)NCc2ccc(C)cc2)n1	·	·	1.1%	·	-0.1%	-8.8%	9.1%	-9.5%
CCOc1ccc2[nH]c(=O)c(CN(CC3COCCO3)C(=O)C3CC3)cc2c1 (centres undefined)	?	0.2%	-5.2%	2.8%	4.4%	2.9%	-1.2%	2.0%
CN(C(=O)CSc1nnnn1-c1ccc(O)cc1)C1CCS(=O)(=O)C1 (centres undefined)	13.0%	5.3%	-3.2%	2.6%	-2.0%	8.6%	0.6%	3.8%
CCCCC(=O)NC1(C(F)(F)F)C(=O)N(CC(C)C)C2=C1C(=O)CC(C)(C)C2 (centres undefined)	7.7%	8.0%	-0.2%	0.7%	-2.7%	-6.0%	-8.3%	-9.3%

Later entries.
SMILES	ALDH1A1 inh	GLA spleen mod	TexasRed fluor	L3MBTL1 block	TRb SRC2 PPI	Tau FP inhib	Tau ThT inhib	Tau fluor counter
CSc1ccc(/C=C(/NC(=O)c2ccc(C)cc2)C(=O)Nc2cccc(C)c2)cc1	2.4%	-2.8%	1.1%	3.4%	-14.3%	-11.3%	7.7%	10.6%
O=C(NC(=S)Nc1ccc(CN2CCOCC2)cc1)c1ccco1	?	0.1%	-0.1%	-9.6%	-3.9%	-10.3%	-4.0%	-3.6%
CC1(C)C(C#N)=C(N)Oc2c1c(=O)oc1ccccc21	·	5.6%	-1.6%	·	7.6%	3.4%	2.2%	7.8%
O=C(Cc1csc(N2CCOCC2)n1)N/N=C/c1cccc(O)c1	9.0%	-4.4%	1.9%	·	-12.0%	4.1%	-16.1%	-10.5%
C/C(=N/NC(=O)CNC(=O)c1ccncc1)c1ccco1	·	2.2%	-1.1%	4.1%	1.6%	2.3%	-6.7%	-4.4%
Nc1ccc(C(=O)O)cc1	4.1%&7.7%	-9.4%&10.7%	-2.3%&-0.8%	-3.1%&0.4%	5.8%&10.8%	-7.8%	-2.2%	-9.3%
CC(C)N1CCC(=NNC(=O)c2ccccc2[N+](=O)[O-])CC1	-2.7%	-4.4%	0.8%	14.7%	0.1%	-5.2%	-16.8%	-13.8%
CCCCOc1ccc(-c2nnc(N)s2)cc1	-4.6%	2.2%	-2.7%	-3.5%	-4.3%	-18.7%	?	-20.8%
Cc1ccc(-c2nc3c(=O)n(-c4ccccc4)c4c(c(=O)n(C)c(=O)n4C)c3o2)cc1	?	4.8%	-1.0%	-7.4%	-2.1%	-0.4%	-10.4%	-18.1%
CCCC12CN3CCN(CC(C3)/C1=N\NC(=O)c1ccc(C(C)(C)C)cc1)C2	31.6µM*	10.3%	-0.7%	5.8%	-9.8%	12.4%	-5.8%	-1.9%
COc1ccccc1NC(=O)NS(=O)(=O)c1ccc(C)cc1	5.2%	1.6%	-1.7%	·	-4.9%	-4.1%	-7.7%	-11.9%
Cc1ccc([N+](=O)[O-])cc1NC(=O)c1ccc(CSc2ccccc2)cc1	0.1%	10.8%	-2.1%	-9.4%	6.4%	-2.3%	7.6%	-1.5%

Compound activity: PubChem BioAssay, National Center for Advancing Translational Sciences (NCATS)
